Screening results deposited in PubChem BioAssay by NCI.
NCI-60 one-dose screen, 48 h, at 10 µM unless noted. Numbers give growth in % (100 = growth as untreated, 0 = no growth, -100 = all killed).
SF-295: SF-295 CNS cancer cells; 5.6% of 79,000 active; AID 1794758
SF-539: SF-539 CNS cancer. 6.8% of 81,000 active
SNB-75: SNB-75 CNS cancer; 5% of 79,000 active; AID 1794750
SF-268: SF-268 CNS cancer cells. 3.1% of 82,000 active. AID 1794759
SW-620: SW-620 colon cancer; 5.2% of 82,000 active; AID 1794795
HT29: HT29 colon cancer; 7.4% of 81,000 active
HCC-2998: HCC-2998 colon cancer; 4.7% of 79,000 active
SNB-19: SNB-19 CNS cancer cells. 2.5% of 81,000 active. AID 1794751
KM12: KM12 colon cancer cells | 5% of 82,000 active
* = called active by the depositor; nt = no result given; & = joins results of further samples. How the source made its calls: active means growth percent below 10; inactive means the rest.

1. CCCCOc1nc2c(C)cccc2cc1/C=C/C(=O)/C=C(/C=C/c1cc2cccc(C)c2nc1OCCCC)OB(F)F
2. OCC1CCCN(Cc2ccc(-c3ccccc3)cc2)C1 (configuration not stated)
3. CCOC(=O)c1c(NC(=O)c2cccc(C(F)(F)F)c2)sc2c(CN(C)C)c(O)ccc12
4. CC(=O)C(Cl)C(=O)c1c(C)[nH]n(-c2ccccc2)c1=O (configuration not stated)
5. CN1C(=O)N(C)C2C1NN=c1s/c(=C\c3ccc(F)cc3)c(=O)n12 (configuration not stated)
6. CCOC(=O)C1(Cc2ccccc2C#N)CCCCC1=O (configuration not stated)

compound no.,1,2,3,4,5,6
SF-295,113.3,91.0,96.2,100.1,28.8,102.2
SF-539,116.5,96.8,49.3,101.3,29.7,101.3
SNB-75,95.3,71.3,83.0,97.0,-7.4*,92.2
SF-268,106.9,94.7,84.7,98.9,58.7,98.1
SW-620,102.8,98.4,-6.4*,117.3,10.2,94.8
HT29,100.2,100.5,13.5,94.8,2.7*,103.4
HCC-2998,113.2,101.5,-64.2*,107.2,57.8,nt
SNB-19,98.5,98.2,88.4,97.8,34.8,101.9
KM12,106.9,nt,79.4,108.3,18.9,102.8

7. CS(=O)(=O)N1CCN(C(=O)c2ccc(Oc3ccc(C(=O)N4CCN(S(C)(=O)=O)CC4)cc3)cc2)CC1
8. Cc1ccc(S(=O)(=O)Nc2nc3ccccc3nc2Nc2ccc3nsnc3c2)cc1
9. CC(C)CC[n+]1cccc(C(N)=O)c1
10. O=C(O)c1ccc(C(=O)c2ccc([N+](=O)[O-])cc2)cc1
11. Cc1ccc(S(=O)(=O)Nc2ccc(-c3cc(-c4cccc(F)c4)c(C#N)c(N)n3)cc2)cc1
12. O=C(CN1CCCC1)Nc1nc(-c2ccc(Cl)cc2)cs1

compound no.,7,8,9,10,11,12
SF-295,98.7,26.7&25.2,99.9,110.7,78.9,83.5
SF-539,94.4,60.8&63.9,95.1,107.6,24.0,101.3
SNB-75,109.8,65.9&63.3,96.5,71.6,-11.7*,72.5
SF-268,112.8,54.5&52.2,98.3,99.9,47.0,98.7
SW-620,115.2,61.0&77.5,105.5,107.8,-31.7*,106.3
HT29,114.4,63.2&47.5,104.0,98.2,-7.1*,94.5
HCC-2998,110.9,42.1,103.2,106.3,39.7,100.2
SNB-19,99.8,47.6&47.7,105.1,100.7,51.4,96.9
KM12,104.3,44.1&48.7,102.1,105.9,46.7,110.7

Quoted at random: 3 compounds from above, in no set order.
12. O=C(CN1CCCC1)Nc1nc(-c2ccc(Cl)cc2)cs1
9. CC(C)CC[n+]1cccc(C(N)=O)c1
10. O=C(O)c1ccc(C(=O)c2ccc([N+](=O)[O-])cc2)cc1

compound no.,12,9,10
SF-295,83.5,99.9,110.7
SF-539,101.3,95.1,107.6
SNB-75,72.5,96.5,71.6
SF-268,98.7,98.3,99.9
SW-620,106.3,105.5,107.8
HT29,94.5,104.0,98.2
HCC-2998,100.2,103.2,106.3
SNB-19,96.9,105.1,100.7
KM12,110.7,102.1,105.9

Back to the main list, repeating the 3 entries before the break.
10. O=C(O)c1ccc(C(=O)c2ccc([N+](=O)[O-])cc2)cc1
11. Cc1ccc(S(=O)(=O)Nc2ccc(-c3cc(-c4cccc(F)c4)c(C#N)c(N)n3)cc2)cc1
12. O=C(CN1CCCC1)Nc1nc(-c2ccc(Cl)cc2)cs1
13. CNc1nc(Cl)nc2ncn(C)c12
14. FC(F)(F)Sc1ccc(/C=C/c2cc(/C=C/c3ccc(SC(F)(F)F)cc3)n(-c3ccccc3)n2)cc1
15. COc1ccccc1C(=O)Nc1cccc(-c2cc(=O)c3ccccc3o2)c1
16. CN1CCN(CCCOc2ccc3ncnc(Nc4ccc(Oc5cccc(C(F)(F)F)c5)c(Cl)c4)c3c2)CC1
17. CC(C)(CO)N(CC(=O)O)CC(=O)O
18. COc1ccc(/C=N/NC(=O)c2cn(C3CC3)c3c(OC)c(N4CC5CCCNC5C4)c(F)cc3c2=O)cc1 (configuration not stated)

compound no.,10,11,12,13,14,15,16,17,18
SF-295,110.7,78.9,83.5,100.5,96.6,98.8,-64.7*,100.6,102.9
SF-539,107.6,24.0,101.3,100.2,98.1,94.6,-89.3*,95.7,35.5
SNB-75,71.6,-11.7*,72.5,nt,82.0,87.6,-21.1*,97.0,93.1
SF-268,99.9,47.0,98.7,98.4,91.0,95.9,28.1,102.6,83.6
SW-620,107.8,-31.7*,106.3,98.7,94.9,99.1,-71.6*,99.5,92.1
HT29,98.2,-7.1*,94.5,97.9,95.3,84.0,-26.9*,109.0,32.4
HCC-2998,106.3,39.7,100.2,105.9,101.1,111.4,-66.2*,117.0,95.4
SNB-19,100.7,51.4,96.9,111.5,92.6,97.1,41.7,101.4,96.6
KM12,105.9,46.7,110.7,107.0,95.2,101.1,-3.5*,108.4,99.7

19. C1CN(CSCN2CCOCC2)CCO1
20. C=CCn1c(C)nc2ccc(Nc3nc(N4CCN(C)CC4)nc4ccccc34)cc21
21. CCN(CC)CCn1c(=N)n(CC(O)c2ccc(Cl)c(Cl)c2)c2ccccc21 (configuration not stated)
22. CN(C)c1ccc(/C=C/c2n(Cc3ccc4ccccc4c3)c3ccccc3[n+]2Cc2ccc3ccccc3c2)cc1
23. Nc1[nH]c(=O)nc2oc(-c3ccccc3)c(-c3ccccc3)c12
24. CCCC(=O)C(CCN(C)C)c1ccccn1 (configuration not stated)

compound no.,19,20,21,22,23,24
SF-295,nt,90.7,102.7,-98.9*,80.5,109.3
SF-539,95.9,76.5,42.4,-95.3*,90.0,112.4
SNB-75,94.6,82.4,71.8,-84.3*,68.7,122.3
SF-268,111.9,92.2,87.2,-59.1*,90.1,100.6
SW-620,97.8,98.8,93.5,-65.4*,99.9,107.4
HT29,86.0,57.4,20.1,-31.6*,93.1,104.4
HCC-2998,103.1,101.5,74.5,-89.1*,109.0,102.9
SNB-19,105.8,91.2,101.8,-92.5*,95.2,139.3
KM12,110.7,79.5,84.4,-29.9*,89.5,108.4

25. NC(=O)N/N=C/c1ccc(O)cc1
26. C=C(c1ccc(F)cc1)C1CC1
27. Cc1ccc(S(=O)(=O)n2cc(-c3csc(-c4c[nH]c5ncccc45)n3)c3ccccc32)cc1
28. C[C@]12CC[C@@H]3c4ccc(O)cc4CC[C@H]3[C@@H]1COC2=O
29. CC(O)c1ccccc1Br (configuration not stated)
30. Cc1ccc(/C=N/Nc2nc3c(c(=O)n(C)c(=O)n3C)n2C)cc1

compound no.,25,26,27,28,29,30
SF-295,103.6,111.7,97.9,102.7,104.7,113.0
SF-539,91.7,106.8,nt,97.7,123.5,110.1
SNB-75,109.3,83.4,84.3,91.0,76.7,103.0
SF-268,99.7,107.7,104.6,108.6,100.3,nt
SW-620,108.8,107.1,107.5,129.6,96.0,nt
HT29,104.1,98.1,99.5,119.4,124.5,106.1
HCC-2998,94.6,98.3,106.5,143.4,nt,106.7
SNB-19,104.7,111.2,103.8,99.9,105.4,nt
KM12,103.4,107.8,94.4,109.0,115.5,nt

31. c1ccc(-c2nc3sc(-c4ccccc4)cn3n2)cc1
32. CCN(CC)CCCN1C(=O)c2c(c(C)c3c(oc4cc(O)ccc43)c2C)C1=O
33. Cn1cc(-c2nc(N)nnc2-c2c[nH]c3ccc(Br)cc23)c2cc(Br)cnc21
34. Cc1ccc2c(c1)/C(=N/c1nnc(Sc3ccccc3)s1)C(=O)N2
35. CCN(CC)CCCCO
36. O=Cc1sc2ccccc2c1Br

compound no.,31,32,33,34,35,36
SF-295,100.8,110.5,11.4,96.4,105.5,102.8
SF-539,98.7,96.4,-9.4*,93.9,100.8,90.9
SNB-75,84.3,123.9,-0.7*,75.6,103.1,65.3
SF-268,92.3,-41.4*,10.9,80.8,104.3,91.0
SW-620,94.9,-36.0*,20.8,79.8,99.1,97.8
HT29,90.3,-61.8*,-31.5*,100.7,100.9,104.0
HCC-2998,104.0,-88.9*,1.2*,96.7,103.0,104.2
SNB-19,88.5,-82.8*,33.9,101.6,99.7,91.1
KM12,81.1,-59.3*,5.4*,73.0,110.4,100.4

37. O=C1OCN(c2cccc(Cl)c2)c2ccccc21
38. CCCCC(=O)O[C@H]1CCC2C3CCc4cc(O)ccc4C3CC[C@@]21C (some centres not stated)
39. O=C1NCC(c2cc3ccccc3[nH]c2=O)Nc2ccccc21 (configuration not stated)
40. O=C(/C=C/c1ccc(Cl)cc1)c1ccc(-n2cc(CN3CCN(c4cc5c(cc4F)c(=O)c(C(=O)O)cn5C4CC4)CC3)nn2)cc1
41. COc1ccc(NC(=O)CSc2nc(-c3cnccn3)cc(-c3cccs3)c2C#N)cc1
42. Cn1nc(Br)c(=O)n(C(c2ccccc2)c2ccccc2)c1=O

compound no.,37,38,39,40,41,42
SF-295,97.9,92.1,106.1,90.7,62.0,98.9
SF-539,89.7,90.3,96.5,92.8,88.6,95.2
SNB-75,101.1,91.7,99.6,91.6,74.6,74.0
SF-268,93.4,94.8,99.9,77.3,81.9,99.7
SW-620,105.2,102.3,102.5,81.7,98.9,96.3
HT29,96.9,92.7,98.3,78.2,104.8,108.3
HCC-2998,112.2,104.6,104.5,90.7,102.3,91.6
SNB-19,94.6,104.8,102.4,84.1,75.0,110.7
KM12,88.9,105.8,103.3,86.4,99.5,114.9

One compound at a time (already shown):
`CN(C)c1ccc(/C=C/c2n(Cc3ccc4ccccc4c3)c3ccccc3[n+]2Cc2ccc3ccccc3c2)cc1` across the screens: SF-295 = -98.9*; SF-539 = -95.3*; SNB-75 = -84.3*; SF-268 = -59.1*; SW-620 = -65.4*; HT29 = -31.6*; HCC-2998 = -89.1*; SNB-19 = -92.5*; KM12 = -29.9*
`O=C(CN1CCCC1)Nc1nc(-c2ccc(Cl)cc2)cs1` across the screens: SF-295 = 83.5; SF-539 = 101.3; SNB-75 = 72.5; SF-268 = 98.7; SW-620 = 106.3; HT29 = 94.5; HCC-2998 = 100.2; SNB-19 = 96.9; KM12 = 110.7

Later entries.
43. COc1ccc(NC(=O)[C@@H]2C[C@H]2c2ccccc2)c(C(N)=O)c1
44. COc1ccc(-c2cc(C(=O)Nc3ccc(Br)cc3)nc3[nH]c(=O)sc23)cc1
45. COc1ccc(CCNC(=O)c2ccc(Cl)cc2)cc1OC
46. COc1ccc(C(=O)c2cc(F)c(F)c(OC)c2F)c(O)c1O
47. Nc1nc(=S)ss1
48. OC(C[n+]1cccc(Br)c1)c1ccccc1 (configuration not stated)

compound no.,43,44,45,46,47,48
SF-295,100.1,53.2,107.0,99.0,101.7,101.5
SF-539,99.7,43.6,112.5,84.5,111.2,99.9
SNB-75,96.2,78.4,122.1,84.5,89.3,99.3
SF-268,97.9,51.6,98.6,93.3,108.1,100.9
SW-620,90.9,57.1,93.9,62.6,99.2,98.7
HT29,95.5,50.1,100.6,95.6,105.0,98.3
HCC-2998,94.7,36.1,114.5,84.7,97.0,106.3
SNB-19,96.3,36.5,107.5,76.0,103.4,101.3
KM12,87.4,34.7,101.8,80.5,110.7,100.6

49. O=C(Cc1ccc2c(c1)OCCO2)Nc1nc2ccc(F)cc2s1
50. C#CCN(C)CCCOc1ccc(NC(=O)CCCCCCCCC(=O)NO)cc1Cl
51. CN1/C(=C\C(I)C(I)C2=[N+](C)c3ccccc3C2(C)C)C(C)(C)c2ccccc21 (configuration not stated)
52. COc1ccc(C(=S)N2CCN(c3ccc(C)cc3)CC2)cc1
53. Oc1ccc(-c2nnc(-c3cccnc3)o2)cc1
54. CCOC(=O)c1nc2c3ccccc3ccn2c1C(=O)OCC

compound no.,49,50,51,52,53,54
SF-295,105.9,50.2,-18.2*,106.5,93.6,104.0
SF-539,100.8,74.5,18.6,98.7,106.1,99.9
SNB-75,84.5,63.4,14.5,116.9,112.8,36.8
SF-268,119.4,97.8,24.0,102.1,97.6,89.0
SW-620,104.3,63.1,16.1,104.1,111.6,nt
HT29,104.6,67.8,4.8*,98.7,100.2,104.9
HCC-2998,122.1,71.8,12.6,114.4,89.0,102.8
SNB-19,116.3,77.3,18.9,89.1,94.8,89.2
KM12,108.5,83.4,13.2,99.5,102.7,100.2

55. COC1=C[C@@]23CCCN2CCc2cc4c(cc2[C@H]3[C@H]1OC(=O)[C@H](C)O)OCO4
56. CC(C)Cn1cnc2c(SC(C)C)nc(N)nc21
57. Nc1cc(Cl)cc2c1-c1ccc(Cl)cc1C2O (configuration not stated)
58. O=c1nc(/C=C/c2ccc(Cl)cc2)oc2ccccc12

compound no.,55,56,57,58
SF-295,99.8,94.3,111.3,98.5
SF-539,105.1,106.7,103.5,109.0
SNB-75,102.2,85.0,83.9,91.0
SF-268,103.3,95.2,105.8,112.6
SW-620,100.6,101.4,99.7,105.0
HT29,111.2,102.6,102.4,121.4
HCC-2998,117.4,90.1,99.2,113.3
SNB-19,97.1,97.7,98.7,102.9
KM12,104.8,96.8,106.0,120.1
